Compound activity as filed in PubChem.
OX1R antag-1: human HCRTR1 antagonism; O43613; CHO/OX1R cells, Fluo-8 calcium fluorescence, orexin A; inhibition, % at 5 µM; hit rate 0.43% among 330,000; AID 434989;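 active means inhibition above its plate's threshold, mean inhibition of all tested compounds on the plate plus 3 SD, cut at about 37% in these data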;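 further: 0% = orexin A challenge wells and 100% = SB-334867-A antagonist wells; not every result past the cut was called active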
OX1R antag-2: OX1R (human) antagonism; O43613; OX1R-expressing cells, FRET antagonist read-out; inhibition, % at 6.6 µM; hit rate 1.8% among 330,000; AID 485270; in the data active means inhibition mostly above about 38%, no sharp cut-off; inactive means mostly below about 40%;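 further: 0% = agonist challenge alone and 100% = reference antagonist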
CHT allo act: allosteric activators of human choline transporter CHT | Q9GZV3 | CHT-expressing cells, membrane potential dye, choline EC20; stronger effect = higher value; LV-AA mutant CHT in HEK293 cells | B-score at 10 µM | hit rate 0.49% among 310,000 | AID 488977;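 active means initial fluorescence not abnormally high and integrated response B-score, plate-corrected, over 3 SD above library mean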
Target sequence (Q9GZV3 whole entry, looked up): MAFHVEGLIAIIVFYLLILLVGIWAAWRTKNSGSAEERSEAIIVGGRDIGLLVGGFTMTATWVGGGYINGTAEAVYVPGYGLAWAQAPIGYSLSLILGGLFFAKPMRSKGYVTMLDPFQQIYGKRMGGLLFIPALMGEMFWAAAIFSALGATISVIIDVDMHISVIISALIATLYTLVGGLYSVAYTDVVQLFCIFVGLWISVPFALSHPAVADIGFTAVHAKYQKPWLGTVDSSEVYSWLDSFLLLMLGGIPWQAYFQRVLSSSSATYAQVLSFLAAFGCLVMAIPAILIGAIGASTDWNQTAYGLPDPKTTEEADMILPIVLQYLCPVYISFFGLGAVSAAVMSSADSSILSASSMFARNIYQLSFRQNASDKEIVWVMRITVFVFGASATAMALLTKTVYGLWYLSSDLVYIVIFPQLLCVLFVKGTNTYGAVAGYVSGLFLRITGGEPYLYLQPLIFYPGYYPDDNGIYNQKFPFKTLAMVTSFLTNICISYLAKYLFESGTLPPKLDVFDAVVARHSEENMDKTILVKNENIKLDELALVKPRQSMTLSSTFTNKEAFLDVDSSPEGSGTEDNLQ
* hit, by the source's call; i = inactive; . = not tested or not shown.

SMILES | OX1R antag-1 | OX1R antag-2 | CHT allo act
O=C(Cc1ccc(Br)cc1)NC1CCSC1=O (stereo unspecified) | -30 | 16 | i
Cc1ccc(NS(=O)(=O)c2ccc(C(=O)NCC(c3ccco3)N(C)C)cc2)cc1 (stereo unspecified) | 6 | -11 | i
Cc1cc(-c2onc(C)c2C(=O)Nc2ccc(C(F)(F)F)cc2)no1 | -9 | 1 | i
O=S(=O)(c1ccc(N2CCOCC2)nc1)N(Cc1ccccn1)Cc1ccccn1 | -26 | 1 | i
O=C(CSc1ncn[nH]1)CSc1ncn[nH]1 | -24 | -4 | i
Cc1cc(Cl)ccc1OCC(=O)NCCOc1nc(N2CCCCC2)nc(N2CCOCC2)n1 | -20 | 5 | i
COc1ccc(NS(=O)(=O)c2ccc(N3CCCCC3)c(N)c2)cc1 | 62* | 16 | .
O=C(NCC1CCCO1)c1ccc(NC(=O)C2CC=CCC2C(=O)O)cc1 (stereo unspecified) | -11 | 12 | i
CC(C)(CNC(=O)c1ccc(S(=O)(=O)Nc2cccc(C(F)(F)F)c2)cc1)N1CCOCC1 | -3 | 8 | .
COc1cc(C(=O)NCc2nnc(SCC(=O)Nc3cc(C)on3)o2)cc(OC)c1OC | -6 | 1 | i
CC(=O)c1cc(-c2ccccc2)[nH]c1N1CCOCC1 | -13 | 16 | i
CCOc1cc(C(=O)N2CCC(CC3CC(c4ccccc4)=NO3)(C(=O)NCc3ccc(OC)cc3)CC2)cc(OCC)c1OCC (stereo unspecified) | -23 | 5 | i
Nc1nc(SCC(=O)Nc2cc(C(F)(F)F)ccc2Cl)[nH]c(=O)c1NC(=O)c1ccco1 | -19 | 6 | i
CCCOc1ccc(/C(O)=C2/C(=O)C(=O)N(CCCOC)C2c2cccnc2)cc1 (stereo unspecified) | -4 | 6 | i
CC(C(=O)NCCCN1CCOCC1)n1cccc1C(=O)c1ccccc1 (stereo unspecified) | -19 | 6 | i
O=C1CCCN1CCC(=O)N1CCCC(CO)(Cc2ccccc2)C1 (stereo unspecified) | -8 | 1 | i
NNC(=S)NCCc1ccccc1 | -18 | 21 | i
O=S(=O)(c1cccs1)N1CN(Cc2ccccc2)c2nc3ccccc3nc21 | -11 | 28 | i
CCN(CC)c1ncnc2c1cnn2C | -5 | 0 | i
O=C(Nc1nccs1)c1ccc(COc2ccccc2)o1 | -4 | 15 | i
CSc1nc(C)c(Cc2c(F)cccc2Cl)c(=O)[nH]1 | -13 | 15 | i
CN(O)C(=O)Nc1ccc([N+](=O)[O-])cc1 | -10 | 27 | i
COc1ccc(NC(=O)CSc2nc3ccsc3c(=O)n2Cc2ccccn2)c(OC)c1 | -23 | 9 | i
O=C(O)CC(Cc1ccccc1)c1ccc2c(c1)OCO2 (stereo unspecified) | -4 | 12 | i
CC(C)(C)NC(=O)CN(Cc1ccc2c(c1)OCO2)C(=O)CNC(=O)c1cccs1 | -34 | 14 | i
The listing continues:
SMILES | OX1R antag-1 | OX1R antag-2 | CHT allo act
Cc1cccc(-c2c3c(=O)n(C)c(=O)n(C)c3cn2C2CCCCC2)c1 | -16 | -1 | i
NC(=O)c1c(NC(=O)C2CCCO2)sc2c1CCC2 (stereo unspecified) | -14 | -3 | i
CC1(C)CC(c2nc(-c3ccc(Br)cc3)cs2)CCS1 (stereo unspecified) | -12 | 7 | i
Cc1ccc(C(=O)CN2C(=O)NC3(CCCCC3C)C2=O)s1 (stereo unspecified) | -13 | 2 | .
O=C(CCS(=O)(=O)c1cccc2nonc12)N1CCCc2ccccc21 | -20 | 35 | i
CCn1cc(C(=O)NCc2cccnc2)c2cc(OC)c(OC)cc2c1=O | -19 | 4 | i
O=C(NCc1ccncc1)Nc1ccccc1F | -19 | 6 | i
O=C(NCCCCNC(=O)c1ccco1)c1ccco1 | 1 | 5 | i
Cc1csc(NC(=O)CCn2c(=O)sc3ccccc32)n1 | -14 | 20 | i
C=CCn1c(-c2cccn(Cc3ccc(Cl)cc3)c2=O)n[nH]c1=S | -6 | 19 | i
Cn1c(N)c(C(=O)COC(=O)Cc2ccc(Cl)c(Cl)c2)c(=O)n(C)c1=O | -6 | 7 | .
Cc1c(NC2=NC3(CCCCC3)Cc3ccccc32)c(=O)n(C)n1-c1ccccc1 | -29 | 23 | i
CCc1ccc(-c2nc(CSCC(=O)N3CCN(c4ncccn4)CC3)c(C)o2)cc1 | -14 | 42* | i
C=CCC(NCc1ccco1)c1ccc(OC)cc1 (stereo unspecified) | -20 | 13 | i
CCCCNc1nnc(CCn2nc(C)c(Br)c2C)s1 | -1 | 5 | i
COc1cc(-c2cc(=O)c3c(O)c(OC)c(OC)c(OC)c3o2)cc(OC)c1OC | -11 | 11 | i
CN(Cc1ccccc1)C(=O)CCNS(=O)(=O)c1ccc2c(c1)oc(=O)n2C | -10 | 7 | i
CC(Oc1ccc2c3c(c(=O)oc2c1)CCCC3)C(=O)NCc1cccnc1 (stereo unspecified) | -27 | 28 | i
COCCN(C(=O)c1ccc(C#N)cc1)c1c(N)n(Cc2ccccc2)c(=O)[nH]c1=O | -19 | 4 | .
CCC(Sc1nc(C)cc(C)n1)C(=O)Nc1nccs1 (stereo unspecified) | -14 | -6 | i
COc1ccc(NC(=O)CN2C(=O)NC(C)(c3ccc4c(c3)OCCO4)C2=O)cc1S(N)(=O)=O (stereo unspecified) | 8 | 3 | .
Cc1ccc(NC(=O)Cn2c(=O)oc3ccccc32)c(C)c1 | -8 | 0 | i
Fc1ccccc1/C=N/Nc1ccc(Cl)nn1 | -24 | -8 | i
Cc1noc(C)c1COc1ccccc1C(=O)NC(C)c1ccc(Cl)cc1 (stereo unspecified) | -5 | 0 | .
Cc1cc(NS(=O)(=O)c2ccc(NC(=O)C(C)Oc3ccc(Cl)cc3)cc2)no1 (stereo unspecified) | 7 | 2 | i

An excerpt from above with just OX1R antag-1 and CHT allo act:
| smiles | OX1R antag-1 | CHT allo act |
| --- | --- | --- |
| Cc1cccc(-c2c3c(=O)n(C)c(=O)n(C)c3cn2C2CCCCC2)c1 | -16 | i |
| NC(=O)c1c(NC(=O)C2CCCO2)sc2c1CCC2 (stereo unspecified) | -14 | i |
| CC1(C)CC(c2nc(-c3ccc(Br)cc3)cs2)CCS1 (stereo unspecified) | -12 | i |
| Cc1ccc(C(=O)CN2C(=O)NC3(CCCCC3C)C2=O)s1 (stereo unspecified) | -13 | . |
| O=C(CCS(=O)(=O)c1cccc2nonc12)N1CCCc2ccccc21 | -20 | i |
| CCn1cc(C(=O)NCc2cccnc2)c2cc(OC)c(OC)cc2c1=O | -19 | i |

For convenience, part of the list above:
SMILES | OX1R antag-1 | OX1R antag-2 | CHT allo act
COCCN(C(=O)c1ccc(C#N)cc1)c1c(N)n(Cc2ccccc2)c(=O)[nH]c1=O | -19 | 4 | .
CCC(Sc1nc(C)cc(C)n1)C(=O)Nc1nccs1 (stereo unspecified) | -14 | -6 | i
COc1ccc(NC(=O)CN2C(=O)NC(C)(c3ccc4c(c3)OCCO4)C2=O)cc1S(N)(=O)=O (stereo unspecified) | 8 | 3 | .
Cc1ccc(NC(=O)Cn2c(=O)oc3ccccc32)c(C)c1 | -8 | 0 | i

(listing goes on)
SMILES | OX1R antag-1 | OX1R antag-2 | CHT allo act
CCOc1ccc(CN(C)CC(=O)Nc2cccc(C)c2)cc1OC | -29 | 28 | i
CC(C)Cc1nnc(NC(=O)C2CCN(C(=O)c3ccc(Cl)cc3)CC2)s1 | -21 | 15 | i
Cc1ccccc1SCC(=O)N1CCN(c2ccc(C(F)(F)F)cn2)CC1 | -22 | 24 | i
C/C(=N\NC(=O)c1cc2ccccc2cc1O)c1ccccn1 | 1 | 4 | i
O=C1c2ccccc2-c2n[nH]c(=O)c3ccc(N4CCCCC4)c1c23 | 26 | 85 | i
N#C/C(=C/c1ccncc1)c1nc2ccccc2c(=O)[nH]1 | -7 | 10 | i
CCn1c(SCC(=O)N/N=C/c2c[nH]c3ccccc23)nnc1-c1ccc(Cl)cc1 | -21 | 26 | i
Cc1cc(Cl)ccc1OCCCC(=O)NO | -7 | 19 | i
Cc1cccc(N2CCN(C(=O)CSc3nnnn3C3CC3)CC2)c1C | -21 | 14 | .
CCC(C)C(NC(=O)C1CCC(C)CC1)C(=O)Nc1ccc(OC)cc1 (stereo unspecified) | -12 | 8 | i
Cc1nc(-c2ccc(S(=O)(=O)N3CCN(CCc4ccccc4)CC3)s2)cs1 | -29 | 2 | i
COc1ccc(Nc2nc(N3CCCC3)nc(N3CCOCC3)n2)cc1 | -30 | 23 | i
O=C1[C@H]2[C@@H](c3ccc(F)cc3)N3C(=O)N(c4ccc(Br)cc4)C(=O)[C@@]3(Cc3ccccc3)[C@H]2C(=O)N1C1CCCCC1 | -45 | 4 | i
CCOc1ccc(NS(=O)(=O)c2cc(C(=O)N3CCC3)ccc2Cl)cc1 | -31 | 14 | i
CC(C)(C)NC(=O)C(c1cccs1)N(Cc1cccs1)C(=O)c1csnn1 (stereo unspecified) | -31 | 21 | i
Cn1c(=O)[nH]c(=O)c2c1nc(NCCc1ccccc1)n2CC(O)COc1ccccc1 (stereo unspecified) | -16 | 5 | i
CC(CN1C(C)CCCC1C)OC(=O)c1ccccc1Br (stereo unspecified) | 3 | -7 | i
COc1ccc([N+](=O)[O-])cc1NC(=O)C(C)N(C)Cc1ccc(Br)cc1 (stereo unspecified) | -15 | 11 | i
COc1ccc(CC(=O)NC2CC(C)(C)NC(C)(C)C2)cc1OC | -10 | -8 | i
CCOC(=O)c1c(C2CC2)csc1NC(=O)CSCc1c(C)noc1C | 6 | 37 | i
COc1ccc2c(c1)[nH]c1c(=O)n(CC3CCCO3)cnc12 (stereo unspecified) | -20 | 12 | i
O=C(Nc1ccccc1)Nc1ccc(O)c2ccccc12 | -21 | 22 | i
CCOc1cccc(-c2cc(C(=O)N/N=C/c3ccc(OC)c(CN4CCOCC4)c3)c3ccccc3n2)c1 | -18 | 8 | i
Cc1ccc(-n2ncc3c2CCCC3NC(=O)c2ccccc2N2CCOCC2)cc1C (stereo unspecified) | -28 | 13 | i
CCOc1ccc(NC(=O)c2nn(C)cc2Br)cc1 | 2 | 6 | i
Further entries
SMILES | OX1R antag-1 | OX1R antag-2 | CHT allo act
Cc1cc(NC(=O)c2cc3n(n2)C(C(F)(F)F)CC(c2ccco2)N3)no1 (stereo unspecified) | -12 | 6 | i
Cc1cc(-c2ccco2)n(CC(=O)NCc2ccccc2)n1 | -17 | 13 | i
CCN(CC)C(=O)c1[nH]cnc1C(=O)N[C@@H](C)c1ccccc1 | -9 | 7 | .
Nc1cc(=O)[nH]c(SCCOc2ccccc2)n1 | -17 | 31 | i
O=C(Nc1cccc([N+](=O)[O-])c1)c1ccc2c(c1)OCCO2 | -9 | 33 | i
CCC1(C)Cc2c(c(=O)n(-c3ccccc3)c3ncnc(N)c23)CO1 (stereo unspecified) | -1 | 16 | i
Cc1ccc(C(=O)N/N=C/c2ccc(N3CCOCC3)cc2)c(C)c1 | -9 | 20 | i
O=C(CSc1cccc[n+]1[O-])Nc1ccc(Cl)cc1F | -24 | -1 | .
COc1ccc(C2C(C#N)=C(N)Oc3cccc(O)c32)cc1 (stereo unspecified) | -2 | 0 | i
Cc1ccc(NC(=S)Nc2cccc3cnccc23)cc1C | -27 | 45 | i
O=C(COC(=O)c1cccc(OC(F)F)c1)NCC1CCCO1 (stereo unspecified) | -16 | 8 | .

OX1R antag-1, entries above that show a hit
canonical_smiles,OX1R antag-1,OX1R antag-2
COc1ccc(NS(=O)(=O)c2ccc(N3CCCCC3)c(N)c2)cc1,62*,16
